Source: PubChem (several laboratories)
JMJD2C inh: blocks human GASC-1 demethylase activity; GST-JMJD2C(1-420) H3K9me3 demethylation, DELFIA europium; AID 2099; inhibition, % at 2.35 µM; hit rate 0.069% among 330,000; Q9H3R0;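 active means more than half of a compound's replicate wells show inhibition beyond 50%, single wells judged on their own value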;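 further: signal counts dimethyl H3K9 product captured on neutravidin plate; 0% = median of DMSO wells and 100% = 0.3 times that DMSO median; strong numbers were not always called active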
CTSL1 counter: blocks F. hepatica cathepsin L1 in PFM18AAP counter-screen. hit rate 0.49% among 300,000. recombinant F. hepatica cathepsin L1, Z-Leu-Arg-MCA fluorescence. inhibition, % at 5.96 µM;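 active means inhibition above the mean of all tested compounds plus 3 SD, set per screening campaign, cut at about 17% in these data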;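 further: 0% = plate median of test compound wells and 100% = 1 µM Z-Phe-Ala-diazomethylketone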
HCV core dimer: HCV core protein dimerization inhibition; TR-FRET GST/Flag-core106 dimerization, 1536-well; inhibition, % at 5 µM; hit rate 0.33% among 300,000;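 active means inhibition above the mean of all tested compounds plus 3 SD, set per screening campaign, cut at about 45% in these data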
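System: GST-tagged and Flag-tagged HCV core protein residues 1-106 / Input: core106 proteins, GST 13.5 nM and Flag 17 nM / Buffer or medium: KF-containing HEPES buffer, pH 7.45, DTT, CHAPS, BSA / Probe or stimulus: Eu-anti-GST and XL665-anti-Flag labelled anti-tag antibodies / Schedule: 4 h, 22.5 °C incubation / Technique: TR-FRET 671 and 617 nm emission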
PP1 inh: blocks human PP1-alpha phosphatase, a PP5 counter-screen; P62136; purified PP1alpha, OMFP fluorescence; inhibition, % at 6.7 µM; hit rate 0.9% among 320,000; AID 2235;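 active means inhibition above the mean inhibition of all tested compounds plus 3 SD, computed separately for each screening campaign, cut at about 15% in these data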
proCasp7 act: counter-screen: procaspase-7 (human) activation | recombinant procaspase-7, Ac-DEVD-pNA absorbance 405 nm; D23A/D198A/D206A triple mutant, cannot self-cleave; scale: DMSO 0, 5 µM enzyme 100 | hit rate 0.093% among 330,000 | activation, % at 8.5 µM;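 active means percent activation above the screen-wide mean plus 3 SD, cut at about 25% in these data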
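Detection: p-Nitroaniline absorbance at 405 nm, read at 0 and 120 min; system: Uncleavable procaspase-7 mutant enzyme; evaluation: % activation from two-timepoint absorbance difference, scaled to controls; times: 1 h enzyme–compound preincubation and 2 h substrate reaction, both 25 °C; buffer or medium: Zinc-free HEPES pH 7.4 with 300 mM NaCl, 0.01% Triton X-100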
PP5 inh: inhibitors of human protein phosphatase 5 (PP5). AID 1987. inhibition, % at 6.7 µM. purified PP5c, OMFP substrate fluorescence. hit rate 0.18% among 320,000;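 active means inhibition above the campaign's mean inhibition across all tested compounds plus 3 SD, cut at about 9.5% in these data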;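 further: 0% = DMSO only and 100% = 100 µM cantharidin control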
GRK2 inh: blocks RNA aptamer binding to human GRK2. inhibition of aptamer binding, % at 10 µM. AID 488847. bead flow cytometry, FAM-aptamer displacement from GRK2. hit rate 0.59% among 330,000;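 active means inhibition of aptamer binding above 40%, roughly 3 SD of noise, on plates passing a quality check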;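 further: median bead fluorescence of bound FAM aptamer so fluorescent compounds give negative values; no value below 0 was filed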
proCasp3 act: activators of human procaspase-3; P42574; recombinant procaspase-3 D3A, Ac-DEVD-pNA absorbance 405 nm; activation, % at 8.5 µM; hit rate 0.11% among 330,000; AID 463141;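 active means activation above the mean of all tested compounds plus 3 SD, cut at about 21% in these data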;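 further: 0% = DMSO alone and 100% = DMSO wells spiked with extra 5 µM PC-3 D3A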
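Compound: 8.5 µM single point, 0.8% DMSO / Material: Autoprocessing-dead procaspase-3 D3A mutant enzyme / Timing: 1 h preincubation plus 2 h reaction at 25 °C / Medium: Zinc-free HEPES/NaCl buffer with 0.01% Triton X-100 at pH 7.4 / Technique: 405 nm absorbance of p-nitroaniline, reads at 0 and 120 min / Repeats: one well per compound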
VLA-4 inh: inhibition in a human VLA-4 binding assay. VLA-4 expressing cells, ligand binding flow cytometry. hit rate 0.2% among 330,000. P13612. inhibition, % (about 7 µM as worked out from the volumes in the protocol); in the data active means inhibition above about 50%
Target sequence (P13612 whole entry, looked up): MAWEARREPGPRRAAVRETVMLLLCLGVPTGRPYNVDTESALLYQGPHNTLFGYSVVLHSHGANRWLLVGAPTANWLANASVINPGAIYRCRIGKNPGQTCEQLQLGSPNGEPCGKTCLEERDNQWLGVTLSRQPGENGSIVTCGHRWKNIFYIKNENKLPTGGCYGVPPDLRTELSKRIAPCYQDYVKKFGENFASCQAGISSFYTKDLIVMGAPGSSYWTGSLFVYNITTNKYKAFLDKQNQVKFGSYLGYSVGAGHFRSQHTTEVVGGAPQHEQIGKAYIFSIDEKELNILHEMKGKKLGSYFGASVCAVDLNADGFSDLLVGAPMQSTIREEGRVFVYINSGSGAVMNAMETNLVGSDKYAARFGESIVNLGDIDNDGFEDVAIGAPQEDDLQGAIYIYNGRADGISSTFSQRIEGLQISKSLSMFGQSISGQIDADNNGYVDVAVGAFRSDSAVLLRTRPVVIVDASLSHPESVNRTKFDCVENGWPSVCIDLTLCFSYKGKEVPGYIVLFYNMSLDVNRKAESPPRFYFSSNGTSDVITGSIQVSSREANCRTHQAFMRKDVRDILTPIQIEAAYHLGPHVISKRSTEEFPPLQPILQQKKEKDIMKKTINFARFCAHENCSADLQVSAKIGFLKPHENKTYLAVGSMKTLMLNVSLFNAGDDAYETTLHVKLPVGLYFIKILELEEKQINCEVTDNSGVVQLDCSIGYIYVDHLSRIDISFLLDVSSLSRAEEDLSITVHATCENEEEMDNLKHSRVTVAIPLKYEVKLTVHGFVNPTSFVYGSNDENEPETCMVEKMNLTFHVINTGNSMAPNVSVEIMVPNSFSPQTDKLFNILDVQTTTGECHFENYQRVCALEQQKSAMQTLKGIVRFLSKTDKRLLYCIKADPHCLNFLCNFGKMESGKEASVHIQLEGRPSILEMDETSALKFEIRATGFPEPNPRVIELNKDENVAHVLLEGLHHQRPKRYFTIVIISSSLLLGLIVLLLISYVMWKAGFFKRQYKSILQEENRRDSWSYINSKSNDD
Starred values were filed as active, the others as inactive; . = not tested or not shown.

canonical_smiles,JMJD2C inh,CTSL1 counter,HCV core dimer,PP1 inh,proCasp7 act,PP5 inh,GRK2 inh,proCasp3 act,VLA-4 inh
O=C1/C(=C/c2ccccc2[N+](=O)[O-])COc2ccccc21,1,1,2,-3,8,-0.8,0,-6,11
CCOC(=O)c1sc(-c2ccc(Cl)cc2Cl)nc1O,5,0,3,21*,-22,-2.0,.,-33,-8
O=S(=O)(c1ccc(Cl)c(F)c1)N1CCC(c2nc(-c3ccncc3)no2)CC1,-8,1,2,-3,-8,0.3,0,2,0
Nc1cc(Cl)ccc1Oc1ccc(Cl)cc1,6,1,0,5,6,-1.9,2,6,-6
Nc1ncnc(Sc2ccc(Cl)cc2)c1[N+](=O)[O-],4,-1,0,-3,4,-0.2,0,1,1
COc1cc(C(=O)NCCNC(=O)c2ccc(C)nc2)cc(OC)c1OC,0,-1,-4,0,-1,1.8,0,9,1
C=CCOc1ccccc1CN(CCc1ccccc1)C(=O)c1cccc(S(C)(=O)=O)c1,1,5,3,1,-9,4.0,2,-5,3
O=C(NNC(=O)C1CCN(S(=O)(=O)c2cccc(C(F)(F)F)c2)CC1)C1CC1,-6,3,-1,-3,-5,-1.7,0,0,-26
Cc1ccc(NC(=O)C2C(c3ccccc3)C=CC(c3ccccc3)C2C(=O)O)cc1 (stereo not drawn),4,0,-8,2,5,3.0,3,0,15
CCN(CC)c1nc(N)c2c(N)nc3c(c2c1C#N)CC(c1ccccc1)O3 (stereo not drawn),14,2,-2,1,-5,7.5,1,-7,-7
CC(C)(C)OC(=O)NCCCCCNC(=O)c1nc[nH]c1C(=O)NCc1ccccc1,-6,.,.,3,6,-0.2,2,-4,-5
Cc1ccc(N=CC2=C(O)CC(c3cccc(Cl)c3)CC2=O)cc1 (stereo not drawn),-1,-3,-2,0,0,-0.3,1,1,0
Cc1ccccc1NC(=O)NC1CCCCC1C (stereo not drawn),5,4,-3,1,-7,0.4,0,-6,5
CCN1CCN(Cc2ccc(NC(=O)CC3Oc4ccc(C)cc4NC3=O)cc2)CC1 (stereo not drawn),7,2,-2,-2,-3,-3.5,0,5,-15
CCCCC(c1nnnn1CCOC)N1CCN(C)CC1 (stereo not drawn),-24,-3,5,2,-2,-0.1,2,5,3
COc1ccc2nc(SCC(=O)N(C)C3CCCCC3)c(C#N)cc2c1,-20,6,8,3,1,2.1,0,5,3
C=CCn1c(SCC(=O)Nc2cc3oc4ccccc4c3cc2OC)nnc1-c1cnccn1,-2,1,7,1,-8,2.3,1,8,8
Cc1ccc(CN2C3=NCCN3c3ccccc32)cc1,-4,2,0,-5,6,1.1,0,1,-7
COC(=O)c1ccc(N(C(=O)c2ccco2)C(C(=O)NC2CCCC2)c2ccco2)cc1 (stereo not drawn),3,1,-2,-4,0,3.0,2,-3,-12
Cc1ccc(NC(=O)CNC(=O)c2ccc(Oc3ccccc3)cc2)nc1,-4,1,-5,-5,3,2.4,2,-1,-10
CCOc1ccc(C2=C(C=C(C#N)C#N)C(c3ccccc3)c3ccccc3O2)cc1 (stereo not drawn),-2,-1,7,5,2,4.7,1,-7,1
COc1ccc(-c2cn(CCO)c(-c3ccncc3)n2)cc1,-1,-1,4,-5,3,1.0,2,5,4
O=C(/C=C/c1ccc(Cl)cc1Cl)Nc1cccc(S(=O)(=O)NC2=NCCCCC2)c1,-2,6,6,1,4,3.5,0,-8,6
CSc1ccccc1N=CC1=C(O)CC(C)(C)CC1=O,3,1,1,-2,-5,-0.1,0,5,15
COc1ccc(S(=O)(=O)N2CC3CCCN3c3cc(C(F)(F)F)ccc32)cc1 (stereo not drawn),3,2,3,2,0,0.3,1,5,2
O=C(Nc1cccc(S(=O)(=O)Nc2ccc(Cl)cc2)c1)c1ccc2c(c1)OCCO2,-6,-3,9,-1,16,5.1,16,-3,43
O=C(CCN1C(=O)/C(=C/c2ccccc2Cl)SC1=S)NNC(=O)c1cccnc1,-10,12,1,-2,1,-1.2,0,9,10
COc1ccc(CCCNC(=O)CC#N)cc1OC,2,-1,1,-4,2,-1.1,2,2,6
Cc1cc(=O)[nH]c(Nc2ccc(N(C)C)cc2)n1,2,3,-16,-3,11,-1.0,2,-7,2
Nc1nc(N2CCCCC2)c(C=O)c(N2CCCCC2)n1,2,-1,-5,-2,3,1.1,0,9,6

Entries of single compounds, quoted from the list. Order of screens: JMJD2C inh	CTSL1 counter	HCV core dimer	PP1 inh	proCasp7 act	PP5 inh	GRK2 inh	proCasp3 act	VLA-4 inh
Entry for COc1ccc(S(=O)(=O)N2CC3CCCN3c3cc(C(F)(F)F)ccc32)cc1 (stereo not drawn) = 3	2	3	2	0	0.3	1	5	2
Entry for Cc1cc(=O)[nH]c(Nc2ccc(N(C)C)cc2)n1 = 2	3	-16	-3	11	-1.0	2	-7	2
Entry for O=C(Nc1cccc(S(=O)(=O)Nc2ccc(Cl)cc2)c1)c1ccc2c(c1)OCCO2 = -6	-3	9	-1	16	5.1	16	-3	43
Entry for COc1ccc(-c2cn(CCO)c(-c3ccncc3)n2)cc1 = -1	-1	4	-5	3	1.0	2	5	4
Entry for CCOc1ccc(C2=C(C=C(C#N)C#N)C(c3ccccc3)c3ccccc3O2)cc1 (stereo not drawn) = -2	-1	7	5	2	4.7	1	-7	1

Next records follow.
canonical_smiles,JMJD2C inh,CTSL1 counter,HCV core dimer,PP1 inh,proCasp7 act,PP5 inh,GRK2 inh,proCasp3 act,VLA-4 inh
CCOC(=O)C1CCCN(Cc2nc(Cc3ccccc3Cl)no2)C1 (stereo not drawn),-27,-11,-2,0,8,4.5,0,16,6
Cc1cccc(OCCN2C(=O)C(=O)c3cccc(C)c32)c1,1,1,11,10,16,1.9,2,-3,25
O=C1c2ccccc2C(O)N1Cc1cccs1 (stereo not drawn),15,-1,-11,-6,5,-1.0,7,-1,24
COC(=O)c1ccccc1NC(=S)NC(=O)c1ccc2ccccc2c1,5,0,13,0,-10,0.9,1,-8,4
CCOc1ccc(/C=N/NC(=O)c2cc3c(OC)cc(OC)c(OC)c3[nH]2)cc1,2,5,-28,1,-3,4.7,0,6,3
O=C(NNS(=O)(=O)c1ccc(F)cc1)c1ccc(S(=O)(=O)N2CCCCC2)cc1,0,1,-6,-1,0,0.5,0,-7,5
Cc1ccc(Cn2ccc(NC(=O)c3nc4ncccn4n3)n2)cc1,-30,0,-1,-5,5,-4.7,0,-7,-1
OCC1(Cc2ccccc2)CCCN(Cc2ccc(-c3ccco3)cc2)C1 (stereo not drawn),7,2,4,3,-1,-0.4,0,-10,2
CCOC(=O)N1CCC(NC(=O)C(NS(=O)(=O)c2ccc3c(c2)CCN3C(C)=O)C(C)C)CC1 (stereo not drawn),19,8,-4,1,15,1.5,0,0,10
CC(C)N(Cc1nc(-c2ccc3c(c2)OCO3)no1)CC1CCC(=O)N1 (stereo not drawn),7,-1,-2,0,4,-1.0,2,3,2
COc1ccc(S(=O)(=O)Nc2cccc(N(C)S(C)(=O)=O)c2)cc1C,-2,-4,4,-3,10,-0.1,0,8,3
N#Cc1c(/N=C/c2cccs2)sc2c1CCCCC2,-15,8,-3,0,-5,1.6,3,-4,10
COC(=O)[C@@H]1C2CCC(C(=O)Nc3ccccc3)(CC2)[C@@H]1C(=O)OC,-1,3,4,-2,-7,1.4,0,-10,14
O=C(/C=C/c1ccccc1F)c1cccc([N+](=O)[O-])c1,13,-3,-2,2,4,3.8,0,-3,22
O=C(OCc1ccc(COC(=O)c2cccnc2Cl)cc1)c1cccnc1Cl,4,3,4,3,18,3.7,0,4,9

Other entries
SMILES,JMJD2C inh,CTSL1 counter,HCV core dimer,PP1 inh,proCasp7 act,PP5 inh,GRK2 inh,proCasp3 act,VLA-4 inh
CCC(C)NC(=O)c1c(F)c(F)c(F)c(F)c1F (stereo not drawn),-2,0,-4,0,-3,2.1,1,5,23
COc1ccc(S(=O)(=O)N2CCC(C(=O)NCCC(=O)NCc3ccccc3OC)CC2)cc1,-2,-1,-5,0,0,-2.2,2,1,-2
O=C(NC1(C(F)(F)F)NC(=O)N(Cc2cccnc2)C1=O)c1ccncc1 (stereo not drawn),.,-1,-6,-1,1,4.7,0,11,15
COc1cc(S(=O)(=O)N2CCOCC2)c(OC)c(S(=O)(=O)N2CCOCC2)c1,18,-1,-12,-3,0,2.3,2,5,0
Cc1ccc(C(=O)N/C(=C\c2ccc(Cl)cc2)C(=O)NCCN2CCOCC2)cc1,3,1,-14,-1,-4,0.3,0,-3,2
CCC(Oc1ccccc1)C(=O)Nc1nnc(C)s1 (stereo not drawn),5,0,-3,-3,3,-1.4,18,0,6
